D3 ag: D3 dopamine receptor (human) agonism | P35462 | D3R DiscoveRx beta-arrestin cells, luminescence, 90 min | max activation, % | 0.58% of 410,000 active | AID 652048; in the data active = max activation above about 30%; also: 0% is about no effect; mostly tested at two doses, the higher about 12 µM
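Agonist-mode cell screen: cells plated at 1500/well and incubated overnight at 37 °C, then exposed to library compounds for 90 min at 37 °C. Detection reagent was added for 30–60 min at room temperature, and luminescence was read.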
Abeta rescue: A-beta toxicity reversal in yeast. yeast expressing A-beta42, growth rescue, OD600, 48 h; response scale: 0% DMSO, 100% iron-clioquinol control. Potency, µM (doses to about 46.1 µM), inactives show at the highest dose growth rescue, usual class: activators. 0.063% of 410,000 active; also: potency is read from the fitted curve at half-maximal effect; nearly all actives have a fitted effect of over 55% in size
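Yeast A-beta toxicity model in growth medium with pinned compounds, 48 h at 30 C; growth read as absorbance at 600 nm. Normalized to FeCl3/clioquinol equimolar mix (positive) and DMSO (negative).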
FUS suppressor: FUS proteinopathy suppression in yeast; 0.24% of 390,000 active; S. cerevisiae FUS-expressing, growth rescue, OD600, 24 h; Potency, µM (series often up to 76.6 µM), for inactives: at the highest dose growth rescue (activation), usual class: activators; AID 1347120;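 also: potency is read from the fitted curve at half-maximal effect; plate controls were DMSO vehicle for no effect and reference control for full effect; nearly all actives have a fitted effect of over 55% in size; some results filed as inactive show a strong effect at the top dose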
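S. cerevisiae expressing FUS from galactose induction served as the toxicity model. Growth after 24hr at 30C, read as absorbance at 600 nm, indicates suppression of toxicity; compounds dosed at several concentrations.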
aSyn yeast inh: alpha-synuclein toxicity inhibition in yeast. Yeast expressing alpha-synuclein, growth rescue, BacTiter-Glo, 24 h. Potency, µM (top dose mostly 46.1 µM), inactives show at the highest dose growth rescue (activation), most hits filed as activators. AID 652106. 0.14% of 370,000 active; also: potency is read from the fitted curve at half-maximal effect; % of control where 0% means no effect; nearly all actives have a fitted effect of over 65% in size
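Screening used galactose-induced yeast with toxic alpha-synuclein levels, exposed to compound for 24 hr at 30 deg C. Cell growth, read with BacTiter-Glo luminescence, gave the measured signal.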
EPAC2 agonist: activates human EPAC2 exchange factor. Potency, µM (highest dose often 154 µM), for inactives: at the top dose activation, most hits filed as activators. EPAC2 activation, biochemical qHTS; response scale: 100% = 6.5 mM cAMP response. 0.079% of 360,000 active. Q8WZA2; also: potency is read from the fitted curve at half-maximal effect; nearly all actives have a fitted effect of over 50% in size
Target sequence (Q8WZA2 whole entry, looked up): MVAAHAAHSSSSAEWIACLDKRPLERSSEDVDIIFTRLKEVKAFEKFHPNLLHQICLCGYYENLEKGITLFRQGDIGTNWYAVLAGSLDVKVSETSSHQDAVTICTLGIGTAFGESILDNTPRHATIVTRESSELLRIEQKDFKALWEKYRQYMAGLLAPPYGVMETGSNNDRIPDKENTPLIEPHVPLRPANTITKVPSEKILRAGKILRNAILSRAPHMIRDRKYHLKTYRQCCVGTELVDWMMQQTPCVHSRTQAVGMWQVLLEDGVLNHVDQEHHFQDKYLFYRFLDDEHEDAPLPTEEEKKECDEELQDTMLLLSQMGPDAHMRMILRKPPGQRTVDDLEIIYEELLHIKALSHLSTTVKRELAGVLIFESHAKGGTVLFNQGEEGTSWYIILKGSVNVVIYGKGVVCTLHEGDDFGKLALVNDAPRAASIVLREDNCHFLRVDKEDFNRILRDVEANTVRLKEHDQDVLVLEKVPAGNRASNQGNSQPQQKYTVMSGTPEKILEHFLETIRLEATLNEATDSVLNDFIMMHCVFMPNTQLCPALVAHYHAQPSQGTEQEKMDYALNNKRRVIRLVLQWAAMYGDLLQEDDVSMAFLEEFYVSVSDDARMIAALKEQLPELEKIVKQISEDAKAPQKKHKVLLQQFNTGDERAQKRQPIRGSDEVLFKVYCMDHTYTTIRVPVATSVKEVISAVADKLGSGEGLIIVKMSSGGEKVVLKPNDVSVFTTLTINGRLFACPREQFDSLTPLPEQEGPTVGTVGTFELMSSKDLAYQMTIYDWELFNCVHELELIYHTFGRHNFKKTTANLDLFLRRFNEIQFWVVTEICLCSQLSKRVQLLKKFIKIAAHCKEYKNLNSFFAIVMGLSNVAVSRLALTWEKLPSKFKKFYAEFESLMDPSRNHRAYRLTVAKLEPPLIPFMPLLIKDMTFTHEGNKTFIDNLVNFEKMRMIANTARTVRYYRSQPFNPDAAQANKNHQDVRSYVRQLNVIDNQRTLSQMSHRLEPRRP
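Guanine nucleotide exchange by EPAC2 is measured as reduced fluorescence of BODIPY-GDP once it is released from 250 nM Rap1B. Plates are read kinetically for 30 min at room temperature; results are scaled to 6.5 mM cAMP.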
TDP-43 yeast inh: inhibitors of TDP-43 toxicity in yeast; TDP-43 expressing yeast growth rescue, BacTiter-Glo, 24 h; Potency, µM (doses to about 46.1 µM), for the others: at the top dose growth rescue (activation), most hits filed as activators; 1.8% of 410,000 active; also: potency is read from the fitted curve at half-maximal effect; % of control where 0% means no effect; nearly all actives have a fitted effect of over 50% in size
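Yeast expressing TDP-43 (pregrown in raffinose, seeded at OD600=0.02 in galactose medium) exposed to compounds 24 hr at 30 deg C. Growth read by BacTiter-Glo luminescence; rescue of toxicity appears as increased signal.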
EPAC2 antagonist: antagonists of human EPAC2; EPAC2 GEF exchange of Rap1B-BODIPY-GDP, fluorescence; Q8WZA2; Potency, µM (titrated, usually from 114 µM), for inactives: top-dose activity, negative = inhibition, hits mostly inhibitors; 0.18% of 360,000 active; AID 720708; also: potency is read from the fitted curve at half-maximal effect; % is scaled to controls: 0 for no effect and ±100 for the full control effect; nearly all actives have a fitted effect of over 45% in size; many of its hits are not listed in these tables
DRD3 antagonist: blocks the human D3 dopamine receptor; D3R cells, DiscoveRx beta-arrestin luminescence, antagonist mode; stronger effect = lower value; AID 652054; 2.5% of 360,000 active; P35462; max response, negative = inhibition, %; in the data active = max response below about -50%; inconclusive = no clear call, values can overlap the other calls; also: % is scaled to controls: 0 for no effect and ±100 for the full control effect; mostly tested at two doses, the higher about 12 µM
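Cells expressing the human receptor were seeded at 1500 cells/well, incubated overnight at 37 degrees C in 5% CO2, then exposed to library compounds with dopamine controls for 90 minutes at 37 degrees C before luminescent detection.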
Active calls of the source: *; ? = inconclusive; · = not tested or not shown; [ ] = remark or other dose. Unless noted, calls follow the shape of the dose curve; as a rule, active = well fitted curve in the direction sought with a large enough effect; inconclusive = small, poorly fitted or top-dose-only effect, or another doubt; inactive = no such curve, though single readings can be large; an effect the other way counts as inactive or inconclusive. Some of the compounds tested. The share of hits here may be higher or lower than overall.

SMILES	D3 ag	Abeta rescue	FUS suppressor	aSyn yeast inh	EPAC2 agonist	TDP-43 yeast inh	EPAC2 antagonist	DRD3 antagonist
COc1ccc(S(=O)(=O)NCC2CCC(C(=O)NCCC(C)C)CC2)cc1 (stereo not given)	6	-17%	17%	1%	-12%	-13%	15%	7
COc1ccc(C(=O)OCC(=O)NCCCc2ccccc2)cc1OC	0	0%	-25%	6%	10%	0%	6%	14
C[C@@H]1CN([C@H](C)CO)C(=O)CCCn2nncc2CO[C@H]1CN(C)S(=O)(=O)c1ccc(C#N)cc1	-4	6%	-14%	3%	-4%	20%	-8%	0
COc1ccc2c(c1)CCN=C2Cc1ccc(OC)c(OC)c1	5	-7%	·	-4%	22%	-9%	-2%	2
COc1ccccc1N1C(=O)CC(Sc2ccccc2N)C1=O (stereo not given)	2	3%	-29%	5%	0%	3%	-24%	35
COCCN1Cc2cccc(C(=O)Nc3ccc4c(c3)OCCO4)c2C1=O	-2	-6%	-11%	-8%	6%	5%	7%	-16
CC(C)(C)NCC(=O)c1c[nH]c2ccccc12	0	2%	3%	-8%	-4%	0%	6%	-27
CC1CCCC(C)N1CCCNC(=O)c1ccc2nc(N3CCOCC3)sc2c1 (stereo not given)	-4	6%	-5%	-3%	2%	2%	1%	?
COc1ccc(NS(=O)(=O)c2cccc(C(=O)Nc3cccc(C(=O)O)c3)c2)cc1	-18	0%	34%	-6%	3%	0%[1.82 µM]	-3%	0
O=C(Nc1sc(-c2ccccc2)cc1C(=O)O)c1ccccc1	-15	-22%	27%	-9%	-4%	-28%	-11%	?
CCCCOC(=O)C(C#N)c1nc2ccccc2nc1N1CCN(Cc2ccc3c(c2)OCO3)CC1 (stereo not given)	-1	3%	-8%	0%	13%	2%	1%	-19
CCOC(=O)C1CCN(S(=O)(=O)c2cccc(-c3cn4cc(C)ccc4n3)c2)CC1	4	-6%	14%	-4%	-23%	8%	3%	16
COc1ccccc1Cc1nc(-c2ccc(Br)o2)no1	-3	22%	-17%	0%	17%	?	-29%	0
CN(Cc1ccccc1)C(=O)COC(=O)/C=C/c1ccc2c(c1)OCO2	5	-5%	·	4%	7%	17%	-4%	2
CCCOc1ccc(C2C3=C(CCCC3=O)N(CC(=O)O)C3=C2C(=O)CCC3)cc1OCC	4	0%	-3%	2%	2%	-1%	5%	12
CC1CCCCC1NC(=O)NC(=O)COC(=O)c1cncc(Br)c1 (stereo not given)	-18	-2%	12%	-3%	4%	?	0%	15
CC1Sc2ccc(S(=O)(=O)N3CCC(C(=O)NCc4ccccc4)CC3)cc2NC1=O (stereo not given)	2	2%	16%	0%	4%	-9%	-9%	2
O=C(Nc1cccc2c(=O)[nH][nH]c(=O)c12)c1ccc([N+](=O)[O-])cc1	-8	-27%	?	-6%	5%	9%	9%	0
Cc1cccc(/C(N)=N/OC(=O)Cc2cccs2)c1	3	15%	34%	-5%	14%	?	8%	-11
COc1cccc(-c2csc(N3CCN(CC(=O)Nc4ccc5c(c4)OCO5)CC3)n2)c1	17	9%	16%	14%	14%	-2%	-4%	19
CC(C(=O)O)N1CCCCC1 (stereo not given)	-1	3%	-7%	2%	-5%	-1%	21%	1
CC(=O)CC1c2cc(F)ccc2C=C(c2ccsc2)N1c1ccc(C#Cc2cncn2C)cc1 (stereo not given)	-1	7%	?	-4%	12%	0%	-17%	-1
COc1ccc(S(=O)(=O)N2CCOC23CCN(S(=O)(=O)c2ccc(F)cc2C)CC3)cc1	-4	0%	39%	22%	12%	7%	7%	1
COC(=O)[C@@]1(Cc2ccc(OC)cc2)[C@H]2c3cc(C(=O)N4CCCC4)n(CCN4CCOCC4)c3C[C@H]2CN1C(=O)c1ccccc1	-7	-12%	30%	-16%	8%	8%	-2%	-7
COc1ccc(-n2cnnc2SCC(=O)Nc2cccc(S(=O)(=O)N3CCCCC3)c2)cc1	-1	8%	·	-1%	-3%	8%	-4%	-21

Brought forward from above: 4 compounds, then new ones.
SMILES	D3 ag	Abeta rescue	FUS suppressor	aSyn yeast inh	EPAC2 agonist	TDP-43 yeast inh	EPAC2 antagonist	DRD3 antagonist
CC(=O)CC1c2cc(F)ccc2C=C(c2ccsc2)N1c1ccc(C#Cc2cncn2C)cc1 (stereo not given)	-1	7%	?	-4%	12%	0%	-17%	-1
COc1ccc(S(=O)(=O)N2CCOC23CCN(S(=O)(=O)c2ccc(F)cc2C)CC3)cc1	-4	0%	39%	22%	12%	7%	7%	1
COC(=O)[C@@]1(Cc2ccc(OC)cc2)[C@H]2c3cc(C(=O)N4CCCC4)n(CCN4CCOCC4)c3C[C@H]2CN1C(=O)c1ccccc1	-7	-12%	30%	-16%	8%	8%	-2%	-7
COc1ccc(-n2cnnc2SCC(=O)Nc2cccc(S(=O)(=O)N3CCCCC3)c2)cc1	-1	8%	·	-1%	-3%	8%	-4%	-21
O=C(NCC[C@H]1CC[C@@H](NC(=O)C2CCOCC2)[C@@H](CO)O1)Nc1ccc(Cl)cc1	10	3%	-1%	-8%	2%	14%	-7%	10
C[N+](C)(C)CCOP(=O)([O-])OC[C@H](O)CO	0	0%	-47%	14%	8%	5%	-22%	-18
C[C@H]1CN([C@@H](C)CO)C(=O)CCCn2cc(nn2)CO[C@@H]1CN(C)C(=O)C1CCCCC1	-6	3%	13%	-1%	3%	27%	-1%	3
Cc1cc(C)c(C)c(S(=O)(=O)ON2C(=O)c3ccccc3C2=O)c1C	-7	-1%	·	16%	24%	5.6µM*	-15%	?
CCOc1ccc(S(=O)(=O)Nc2cccc(-c3ccc(OCC)nn3)c2)cc1	-5	3%	40%	·	·	35µM*	·	·
COc1ccccc1CNC(=O)COC(=O)c1ncc(Cl)c(Cl)c1Cl	-1	12%	-3%	1%	-2%	24%	0%	6
CC(C)CNC(=O)CSc1nnc(CN2CCCCCC2=O)n1-c1ccccn1	-3	-9%	-16%	1%	3%	-7%	-3%	-15
CCOc1ccc(CCN2C(=O)C(=O)N([C@@H](CC(C)C)CN3CCC[C@H]3CN3C(=O)C(=O)NC[C@@H]3CC(C)C)C[C@@H]2CC(C)C)cc1	5	-5%	15%	0%	1%	14%	4%	23
CC[C@]12c3[nH]c4ccccc4c3CCN1C(=O)C(CC(=O)NCCN1CCOCC1)C[C@@H]2C(=O)N1CCN(C(=O)c2ccco2)CC1 (stereo not given in full)	-3	1%	-8%	1%	-8%	2%	5%	-16
C#CCOCCOCCOCCNc1nc(N2CCN(C(=O)Cn3cc(CCCN=C(N)N)nn3)CC2)nc(N2CCN(C(=O)Cn3cc(CC(C)O)nn3)CC2)n1 (stereo not given)	9	10%	-3%	3%	6%	8%	9%	-10
CNC(=O)c1cc(C(=O)c2c(Cl)cccc2Cl)c[nH]1	-2	19%	9%	0%	15%	2%	-7%	10
O=S(=O)(NCCc1ccc(Cl)cc1)c1ccc(N2CCCCS2(=O)=O)cc1	-14	-6%	20%	·	·	15%[9.22 µM]	·	·
O=C(Nc1ccc(N2CCN(Cc3ccccc3)CC2)cc1)c1ncn[nH]1	5	1%	13%	2%	-10%	12%	-4%	11
Cc1cccc(NC(=O)c2cc3c([nH]c2=O)CC(c2ccccc2)CC3=O)c1 (stereo not given)	-4	0%	-4%	·	·	-2%	·	·
N=c1sccn1CC(=O)Nc1ccccc1-c1ccccc1	-2	5%	26%	-1%	-1%	14%	-6%	0
CCOC(=O)CNc1c(-c2ccc(O)cc2)nc2ccccn12	-4	1%	22%	3%	5%	-11%	0%	10
NC(=O)c1cccc(-c2cccc3nccn23)c1	6	7%	-16%	8%	6%	11%	-6%	19
O=C(Nc1ccc(O)cc1)C1CCCN1S(=O)(=O)c1ccc(F)cc1 (stereo not given)	2	0%	9%	-4%	0%	14%	8%	-4
O=C(Cc1ccc([N+](=O)[O-])cc1)N/N=C/c1cccs1	-4	-4%	-5%	-1%	3%	8%	1%	-4
Cc1cccc(C(=O)NCCc2sc(-c3ccccc3)nc2C)c1	1	8%	18%	?	·	?	·	·
COCCNc1nc2cc(-c3ccccc3OC)sc2c(=O)n1C	-4	-8%	21%	1%	3%	14µM*	-11%	-14
Cn1cc(S(=O)(=O)N2CCCCC2)cc1C(=O)Nc1cccc(C#N)c1	-18	-14%	-13%	-23%	·	-5%	·	·
O=C(CSc1ccccc1)N1CCN(S(=O)(=O)c2ccccc2)CC1	4	7%	16%	3%	-1%	8%	-19%	9
CCOC(=O)N1CCC(Nc2c(NCCCN(C)Cc3ccccc3)c(=O)c2=O)CC1	-2	5%	-24%	0%	10%	27%	5%	-4
COc1ccccc1OCCNC(=O)C(=O)c1c[nH]c2ccccc12	-3	-1%	-1%	12%	9%	?	-5%	-22
COc1ccc(S(=O)(=O)N2N=C(C)Oc3ccccc3C2=O)cc1	-7	6%	15%	4%	-2%	15%	12%	1
CC1CCCN(c2nc3c(c(=O)n(C)c(=O)n3C)n2Cc2ccccc2)C1 (stereo not given)	3	-4%	44%	19%	12%	18µM*	0%	18
CCC(C(=O)N1CCN(C(=O)c2ccco2)CC1)n1sc2ccccc2c1=O (stereo not given)	-5	9%	-2%	8%	-5%	15%	-5%	10

Of the compounds above, these have a nitro group on carbon:
SMILES	D3 ag	Abeta rescue	FUS suppressor	aSyn yeast inh	EPAC2 agonist	TDP-43 yeast inh	EPAC2 antagonist	DRD3 antagonist
O=C(Nc1cccc2c(=O)[nH][nH]c(=O)c12)c1ccc([N+](=O)[O-])cc1	-8	-27%	?	-6%	5%	9%	9%	0
O=C(Cc1ccc([N+](=O)[O-])cc1)N/N=C/c1cccs1	-4	-4%	-5%	-1%	3%	8%	1%	-4

High-throughput results (PubChem BioAssay)
